From PubChem
ER stress rescue: rescue of cells from ER stress-induced death, primary screen, 384-well, CSM14.1, thapsigargin, ATP luminescence (AID 1222) | CSM14.1 thapsigargin-induced death rescue, ATP luminescence; higher % means a stronger effect | cellular ATP content (survival), % at 20 µM, or EC50 in µM where a hit was titrated | 190,000 tested, under 10 active;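 active means EC50 below 50 µM in the dose-response confirmation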;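 further: death triggered by thapsigargin at about 15 µM added after 2 h compound pretreatment; cell ATP read after overnight thapsigargin exposure of roughly 18 to 22 hours; normalized against plate controls of thapsigargin alone and 5% DMSO vehicle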
XIAP antagonists: XIAP antagonists, biochemical, IAP family, fluorescence polarization (AID 1018). E3 ubiquitin-protein ligase XIAP (Homo sapiens). displacement, % at 20 µM, or IC50 in µM where a hit was titrated. XIAP BIR domain, fluorescence polarization peptide displacement; higher % means a stronger effect. 200,000 tested, 0.007% active; in the data active means displacement above about 50%; further: a part of the inactive calls stands beside numbers as strong as those of hits
Insulin prom up: insulin promoter activators in MIN6 cells, imaging, high-content screening, mouse beta cells; MIN6 insulin promoter-GFP reporter; hits give high values; z-score at 5 µM; 190,000 tested, 0.3% active; AID 1625, 2009;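 active means z-score above 3 at 5 µM with at least 500 cells counted in the well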
WT yeast gro inh: growth inhibition of WT strain, primary screen, mitochondrial fusion inhibitor project, WT and mutant strains, chemical genetic; mitochondrial fusion phenotypic screen; inhibition, % at 10 µM; 190,000 tested, 2.1% active; AID 1362, 2008; in the data active means inhibition above about 58%; tested in S. cerevisiae
bCat nuc transl: modulators of beta-catenin nuclear translocation, primary screen, imaging, HeLa cells, immunofluorescence, high-content. nuclear translocation activity, % at 5 µM. 190,000 tested, 0.3% active. AID 1665, 2009;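 active means nuclear translocation activity above 50% at 5 µM, with a well cell count of 50 or more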;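 further: per-cell ratio of nuclear to cytoplasmic median beta-catenin stain intensity; plate controls were DMSO negative control for no effect and GSK-3 inhibitor IX positive control for full effect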
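System: HeLa cells, endogenous beta-catenin; compound dosing: 5 µM primary single dose, 0.1% DMSO, 0.02–20 µM confirmation series; incubation: 24 h compound exposure at 37°C, 5% CO2; signal: beta-catenin immunofluorescence imaging with DAPI; evaluation: % activation, nuclear-to-cytoplasmic median beta-catenin signal ratio per cell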
MT stabilizer: microtubule stabilizers in HeLa cells, primary screen, imaging, high-content imaging | % tubulin-high responders, % at 10 µM | 200,000 tested, 0.83% active | HeLa tubulin immunostaining HCS, 24 h; share of cells brighter than vehicle mean+2SD;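 active means plate Z-score above 3 for both tubulin-high and condensed-nucleus cell shares, with cell loss under 80%, at 10 µM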;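 further: anti alpha tubulin signal scored within the nucleus-defined area of each cell; some results filed as inactive read as strong as hits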
Dynein cargo inh: inhibitors of GR-EGFP nuclear translocation, primary screen, dynein cargo transport inhibitor project, imaging, high-content, 3617.4 mouse cells | test concentration mostly 20 µM; stimulated with dexamethasone, 1 µM; hits give low values | 220,000 tested, 0.47% active | AID 1381, 2008 | z-score, hits read low;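 active means plate z-score of nuclear minus cytoplasmic receptor signal below a set negative limit, without overly bright fluorescence or cell loss, cut at about -3.5 in these data, passing the limit was not always enough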;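 further: z-score of nuclear minus cytoplasmic ring GR-EGFP intensity difference per well; some compounds called inactive have numbers as strong as hits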
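Buffer or medium: tetracycline-free induction medium containing charcoal-stripped FBS / Reagent: dexamethasone agonist, 1.0 µM final, for 30 min / Technique: automated 10x imaging of fixed Hoechst-stained cells / Times: induction 48 h, compound 1 h, agonist 30 min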
Autophagy HCS: autophagy modulators in MEF cells, primary screen, imaging, high-content, MEF GFP-LC3. 190,000 tested, 0.98% active. AID 463193, 2010. calls only at 10 µM (by protocol). MEF GFP-LC3 puncta imaging; test concentration mostly 10 µM;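 active means percentage of spot-positive cells more than 3 SD above its plate mean, without a fluorescence outlier flag or 80% toxicity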;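 further: spot-positive cell cutoff set from DMSO-treated cells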
Lipid droplet: inhibitors of hepatocyte lipid droplet formation, primary screen, imaging, high-throughput imaging, BODIPY stain. AML12 mouse hepatocytes, oleate lipid droplets. inhibition, % at 6.5 µM. 240,000 tested, 0.4% active. AID 1656, 2009;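 active means lipid droplet intensity inhibited by at least 50%, with more than 500 cells counted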
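System: AML12 hepatocytes (mouse). Probe or stimulus: oleic acid at 100 µM to induce lipid droplet formation. Times: overnight treatment with compound plus oleate. Detection: Image-based BODIPY and DAPI two-channel analysis. Evaluation: percent inhibition of filter-corrected integrated lipid droplet intensity per well.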
WT yeast gro inh mutant strain: further read-out of WT yeast gro inh, marked with its call; inhibition, %; mitochondrial fusion phenotypic screen, mutant strain inhibition
Dynein cargo inh cytoplasmic EGFP: second read-out of Dynein cargo inh, no call of its own (marks repeat the call); z-score; measured here: cytoplasmic GR-EGFP intensity; hits give high values
Dynein cargo inh nuclear GR-EGFP: further read-out of Dynein cargo inh, marked with its call; z-score; measured here: nuclear GR-EGFP intensity;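 lower value marks the stronger effect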
Dynein cargo inh cell count: second read-out of Dynein cargo inh, no call of its own (marks repeat the call); z-score; measured here: cell count per field
Insulin prom up cell count: further read-out of Insulin prom up, marked with its call; cell count; measured here: cytotoxicity, nuclei count;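 total cells summed across four imaged fields per well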
Lipid droplet cells 6.5 µM: second read-out of Lipid droplet, no call of its own (marks repeat the call); cell count; measured here: cell count, cytotoxicity flag;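 cells counted across two imaged fields per well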
bCat nuc transl cell count 5 µM: recorded beside bCat nuc transl, whose call it bears; cell count; measured here: cell count, cytotoxicity flag
MT stabilizer Hoechst-high %: recorded beside MT stabilizer, whose call it bears; % Hoechst-high responders; measured here: nuclear condensation Hoechst responders;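 share of cells brighter than vehicle mean plus two SD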
MT stabilizer cytotoxicity %: further read-out of MT stabilizer, marked with its call; toxicity, %; measured here: cytotoxicity by cell density;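 0% = mean cell density of plate MIN control wells and 100% = no cells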
Autophagy HCS cell loss 18 h: also measured in Autophagy HCS; calls as there; toxicity, %; measured here: cell loss, nuclei count;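 cell loss after 18 h compound exposure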
The depositor's hits bear a star; i = inactive; x = not tested or not shown.

SMILES	ER stress rescue	XIAP antagonists	Insulin prom up	Insulin prom up cell count	WT yeast gro inh	WT yeast gro inh mutant strain	bCat nuc transl	bCat nuc transl cell count 5 µM	MT stabilizer	MT stabilizer Hoechst-high %	MT stabilizer cytotoxicity %	Dynein cargo inh	Dynein cargo inh cytoplasmic EGFP	Dynein cargo inh nuclear GR-EGFP	Dynein cargo inh cell count	Autophagy HCS	Autophagy HCS cell loss 18 h	Lipid droplet	Lipid droplet cells 6.5 µM
COc1ccc(OCCCC(=O)NCCc2ccc(OC)c(OC)c2)cc1	-1.1%	-3.4%	0.31	1425	9	9	-0.8	967	3.2	1.5	1.9	0.73	-0.068	0.12	-0.87	i	0	4	600
COC(=O)CNC(=O)CN1C(=O)N(c2cccc(Cl)c2)C(N(O)C(=O)Nc2cccc(Cl)c2)C1(C)C (stereo not drawn)	-0.7%	-3.8%	0.48	1273	15	16	0.8	1349	2.4	1.2	10	0.00018	-0.12	0.14	0.65	i	-2	x	x
Oc1cc2ccccc2nc1-c1ccccc1Cl	x	x	-0.04	1433	x	x	-2.6	1224	x	x	x	-0.45	-0.27	-0.27	0.81	x	x	-9	727
CN(c1ccccc1)S(=O)(=O)c1cccc(C(=O)OCC(=O)NCCCN2CCCC2=O)c1	-0.4%	-9.8%	0.28	1265	-2	12	-1.0	1031	7.4	3.7	4.2	-0.67	-0.34	0.059	0.32	i	-8	2	698
COc1cccc(NC(=O)CN(C)CC(=O)Nc2ccc(Br)cc2)c1	1.4%	-5.3%	0.73	1193	1	-8	-0.2	1143	2.0	2.7	6.9	-0.4	-0.17	-0.15	0.21	i	-9	0	702
CC(C)OCCCn1c(=S)[nH]c2cc3c(cc2c1=O)OCO3	-2.6%	-4.3%	-1.1	1487	10	7	4.8	1464	1.8	1.0	4.8	0.3	-0.21	-0.11	0.29	i	-6	x	x
COc1ccc(NC(=O)Nc2cc3oc4ccccc4c3cc2OC)cc1	-2.5%	-6.3%	-0.28	1324	16	22	-1.2	1328	3.0	1.3	6.1	-0.26	-0.11	0.41	0.0016	i	11	x	x
Cc1c(CCOC(=O)C23CC4CC(CC(C4)C2)C3)sc[n+]1CC#N	0.8%	-4.5%	0.06	1083	-6	0	-1.1	1113	2.4	1.9	4.7	-1.2	-0.23	-0.51	0.92	i	7	-2	720
c1ccc2c(c1)nc(N1CCOCC1)c1nnnn12	-3.6%	-1.1%	0.76	1814	15	0	-0.5	910	4.6	2.9	5.0	-1.1	-0.25	-0.19	1	i	-8	-3	646
CCOC(=O)c1c(C)[nH]c(C(=O)COC(=O)CCC(=O)c2ccc3c(c2)OCCO3)c1C	0.4%	-6.7%	0.75	1119	11	3	x	x	7.4	1.8	8.3	1.7	0.48	1.9	-1.6	i	9	x	x
COc1cccc(C2CCCN2Cc2nc(-c3sccc3C)oc2C)c1 (stereo not drawn)	-2.1%	-3.1%	0.16	1492	12	-3	-1.2	1066	1.5	1.6	3.9	-0.57	-0.3	-0.31	1.2	i	14	-18	686
O=C(Cn1cnc2scc(-c3ccccc3)c2c1=O)NCc1ccco1	0.3%	-1.9%	-0.21	1393	-1	-5	2.7	1547	2.5	1.6	2.5	-0.47	-0.23	0.18	0.6	i	7	0	616
CC1=C(C(=O)OC2CCCCCCC2)C(c2ccc(O)cc2)NC(=O)N1 (stereo not drawn)	0.6%	-6.5%	-0.58	898	-4	-4	-0.1	1127	3.0	0.8	6.6	0.31	-0.42	0.11	0.031	i	7	x	x
O=C(NNc1c(Cl)cc(Cl)cc1Cl)c1cccc([N+](=O)[O-])c1	-2.9%	-4.6%	-0.52	1195	86	88	x	x	3.0	2.4	2.2	1.8	-0.095	0.59	-1.8	i	4	-5	559
O=S(=O)(N1CCCCC1)N1CCN(c2ccccc2F)CC1	1.3%	-3.2%	-0.17	880	x	x	-1.1	1118	2.0	1.4	5.5	0.49	0.32	0.89	-0.93	i	-4	-3	780
CCCOc1cc(CN2CCCCC2)cc(C(C)=O)c1	-2.4%	1.0%	-0.3	1934	9	2	-0.7	1114	2.8	1.9	12	0.079	-0.066	0.25	0.31	i	6	18	748
Cc1ccc(S(=O)(=O)Nc2nonc2C)cc1	-0.8%	-2.7%	0.04	1352	-4	-3	1.7	1383	1.9	1.8	18	-0.36	-0.33	0.14	0.099	i	8	x	x
Cc1nn(Cc2ccc(Cl)c(Cl)c2)c(C)c1NC(=O)c1noc2c1CCCCC2	-2.1%	-3.5%	x	x	1	-11	1.2	1103	5.1	3.3	0.3	-0.67	-0.22	-0.19	0.77	i	-2	-3	677
C=CCC(NC(C)c1ccccc1)c1ccco1 (stereo not drawn)	-0.7%	-4.9%	x	x	36	-13	x	x	2.8	2.2	11	2.5	-0.048	1.6	-2.2	i	-5	x	x
Cn1c(CNC(=O)OC(C)(C)C)nnc1SCC(=O)N1CCOCC1	x	x	-0.27	1083	x	x	0.6	1294	x	x	x	0.57	-0.24	0.96	-0.96	x	x	6	631
Cc1nn2c3c(cnc2c1-c1ccc(Cl)cc1)C(=O)CC(c1ccco1)C3 (stereo not drawn)	-3.5%	-5.8%	-1.3	1186	x	x	-9.4	1345	x	x	x	x	x	x	x	x	x	12	757
Cc1ccc(C)c(C(=O)OCC(=O)Nc2cccc(S(=O)(=O)NC3=NCCCCC3)c2)c1	0.7%	-2.8%	1.1	1214	15	23	0.3	1115	2.7	1.6	14	0.4	-0.35	0.074	1.6	i	20	-11	677
Cc1ccc(-c2cc(C(=O)Nc3ccc(S(=O)(=O)Nc4cc(C)on4)cc3)c3ccccc3n2)c(C)c1	-2.1%	-5.2%	-0.01	1442	-14	-2	-0.4	1462	2.9	2.0	6.3	0.11	-0.2	0.67	-0.11	i	-38	x	x
O=C(NC(=S)NCC1COc2ccccc2O1)c1ccccc1 (stereo not drawn)	-0.2%	-5.3%	-0.09	1122	29	20	0.3	1141	1.4	1.8	10	x	x	x	x	i	1	-4	712
O=C(Nc1ccc(-c2csc(Nc3cccc(C(F)(F)F)c3)n2)cc1)c1cccc(C(F)(F)F)c1	x	x	-4	588	x	x	-0.9	1323	x	x	x	-0.35	-0.77	-0.12	0.6	x	x	39	669
O=C(Nc1ncc(Cc2cccc(Cl)c2Cl)s1)c1ccc([N+](=O)[O-])cc1	-0.4%	-5.0%	x	x	14	-10	x	x	11	4.9	12	1.1	-0.22	0.65	0.092	i	-24	x	x
CCOC(=O)N1CCN(S(=O)(=O)c2ccc(C(=O)NNc3nc4c(C)cccc4s3)cc2)CC1	3.5%	-12%	-2.3	916	-6	2	0.7	423	2.1	0.7	17	-0.68	0.035	0.61	0.037	i	-17	-4	745
COCC(=O)Nc1ccc(N(C)C)cc1	-1.8%	-3.5%	-0.59	1311	-8	-8	x	x	1.9	1.7	19	-0.62	-0.29	-0.27	0.24	i	-6	16	715
CC(C)(C)N(NC(=O)Nc1ccccc1)C(=O)c1ccccc1	-0.3%	-8.0%	0.15	1263	0	-14	-1.7	1002	2.5	3.5	6.6	-1	-0.3	-0.76	1	i	1	13	658
CN(C)S(=O)(=O)c1ccc(C(=O)NCC(C)(C)N2CCOCC2)cc1	x	x	-0.32	976	x	x	-0.8	1314	x	x	x	2.6	0.035	1.1	-2.4	x	x	0	757
CCC(C)c1ccc(NC(=S)NCc2cccnc2)cc1 (stereo not drawn)	4.0%	-7.5%	0.11	1385	0	-13	0.1	1115	1.9	2.6	7.9	0.44	-0.2	0.021	-0.25	i	0	1	677
COc1ccc(N2C(=O)C(CC(=O)Nc3ccccc3)N(Cc3ccccn3)C2=S)cc1 (stereo not drawn)	-0.6%	1.1%	-0.25	1279	-6	-4	x	x	1.7	2.1	4.4	-0.23	-0.016	0.078	-0.91	i	11	11	733
O=C(NC1CCCCC1)c1ccc(S(=O)(=O)N2CCOCC2)cc1	-1.1%	-4.7%	-0.05	1198	5	-5	-0.8	1174	2.1	1.6	3.8	0.56	-0.37	0.054	0.26	i	2	x	x
Nc1n[nH]c(C(F)(F)F)c1-c1ccccc1	-1.9%	-12%	0.59	1331	9	1	-3.9	1060	2.6	2.1	6.1	0.21	-0.29	0.25	-0.18	i	-3	3	672
